Source: PubChem
TRAIL sens C8: caspase-8 TRAIL sensitization | inhibition (viability loss, TRAIL sensitization), % at 10 µM | NB7+C8 cells + TRAIL, ATPlite viability luminescence | 360,000 compounds, 1% hits | AID 624354;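 active = compounds causing at least 50% loss of cell viability in the single-dose screen, relative to plate controls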
NCOA1 inh: inhibitors of human steroid receptor coactivator 1 (SRC1); Q15788; HEK293 GAL4-SRC1 luciferase reporter, luminescence; inhibition, % at 3.6 µM; 360,000 compounds, 0.12% hits; AID 588354;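 active = inhibition above the campaign mean plus 3 SD, with each screening campaign given its own cutoff, cut at about 60% in these data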;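 note: 0% = DMSO treated cells and 100% = gossypol at 36 µM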
Shn3 inh set2: Schnurri-3 reporter inhibition in Clone20 osteoblasts; Clone20 osteoblast Shn3 3'UTR firefly luciferase, 24 h; 360,000 compounds, 0.52% hits; inhibition, % at 12.5 µM; AID 588674;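 active = mean inhibition of at least 75% with every replicate also reaching 75%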;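 note: 0% = median of neutral control wells and 100% = pilot-screen positive control compound; some compounds past the cut are filed as inactive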
LMP1 NFkB inh: reduces LMP1-driven NF-kappaB luciferase signal. AID 504558. LMP1-induced NF-kappaB luciferase reporter cells, luminescence. inhibition, % at 12.5 µM. 350,000 compounds, 0.69% hits; in the data active = inhibition above about 41%;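 note: 0% = neutral control wells and 100% = reference inhibitor control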
NR2F2 inh: inhibitors of human COUP-TFII (NR2F2); HEK293T NGFI-A luciferase reporter, luminescence; P24468; 370,000 compounds, 0.7% hits; AID 686940; inhibition, % at 8.6 µM;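 active = inhibition above a per-plate cutoff, mean inhibition of test wells between control levels plus 3 SD, cut at about 38% in these data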;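 note: cells cotransfected with COUP-TFII expression vector driving the NGFI-A reporter; 0% = median of COUP-TF2 test wells and 100% = reporter-only cells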
Target sequence (P24468 whole entry, looked up): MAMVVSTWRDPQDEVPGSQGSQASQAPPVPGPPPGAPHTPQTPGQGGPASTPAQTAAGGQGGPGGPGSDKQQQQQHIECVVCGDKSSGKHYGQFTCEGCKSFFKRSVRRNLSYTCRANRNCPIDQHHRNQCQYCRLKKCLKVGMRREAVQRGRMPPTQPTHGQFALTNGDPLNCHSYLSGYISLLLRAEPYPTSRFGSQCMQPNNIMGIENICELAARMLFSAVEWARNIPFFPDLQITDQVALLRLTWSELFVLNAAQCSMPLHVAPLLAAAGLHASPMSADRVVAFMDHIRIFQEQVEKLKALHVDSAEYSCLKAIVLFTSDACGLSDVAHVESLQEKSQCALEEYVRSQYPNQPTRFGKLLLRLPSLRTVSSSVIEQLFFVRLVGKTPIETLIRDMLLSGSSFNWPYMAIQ
KKLEB cytotox: CF airway cell cytotoxicity counter-screen. KKLEB CF airway cells viability, ATPlite luminescence, overnight; active compounds read low; cells stimulated with P. aeruginosa culture filtrate. activity change (cytotoxicity), % at 5 µM. 360,000 compounds, 0.36% hits;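 active = corrected activity change at or below -50% at 5 µM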
CF NFkB inh: cystic fibrosis NF-kB activation inhibition; inhibition, % at 5 µM; KKLEB NF-kB-GFP reporter, PAF-induced, GFP fluorescence overnight; 360,000 compounds, 0.86% hits;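 active = at least 50% inhibition at 5 µM, scaled per plate between neutral and stimulator controls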;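 note: PAF is a Pseudomonas aeruginosa culture filtrate used as stimulus; plate controls were PAF-stimulated DMSO wells for no effect and unstimulated DMSO wells for full effect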
SRC3 inh: human NCOA3 inhibition | Q9Y6Q9 | inhibition, % at 3.6 µM | HEK293 GAL4-SRC3 luciferase reporter, luminescence | AID 588352 | 360,000 compounds, 0.17% hits;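 active = inhibition above a per-campaign cutoff, the mean of all compounds plus 3 SD, cut at about 60% in these data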;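 note: 0% = DMSO-treated cells and 100% = gossypol-treated cells at 36 µM; higher means less SRC3-driven luciferase light from the GAL4 reporter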
TROY NFkB inh: TROY signaling inhibition; inhibition, % at 10 µM; AID 1347056; Q293 LMP1-TROYcd NF-kB luciferase reporter, 4 h; 360,000 compounds, 0.98% hits;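 active = compounds whose plate-normalised and pattern-corrected inhibition of the luciferase reporter signal at the single screening dose is 50% or more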
TWEAK Fn14 block: blocks TWEAK-Fn14 interaction in a reporter cell assay. inhibition, % at 10 µM. 360,000 compounds, 2% hits. TWEAK-stimulated Fn14 reporter cells, luciferase luminescence, 8 h; in the data active = inhibition above about 50%
LRH-1 inv ag: NR5A2 inverse agonism in reporter assay; O00482; HEK293T StAR-luciferase reporter, LRH-1 transfected, 24 h; inhibition, % at 3.6 µM; 360,000 compounds, 0.13% hits;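 active = inhibition above the mean inhibition of all tested compounds plus 3 SD, cut at about 73% in these data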;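 note: 0% = DMSO wells and 100% = reporter-only cells lacking LRH-1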
Target sequence (O00482 whole entry, looked up): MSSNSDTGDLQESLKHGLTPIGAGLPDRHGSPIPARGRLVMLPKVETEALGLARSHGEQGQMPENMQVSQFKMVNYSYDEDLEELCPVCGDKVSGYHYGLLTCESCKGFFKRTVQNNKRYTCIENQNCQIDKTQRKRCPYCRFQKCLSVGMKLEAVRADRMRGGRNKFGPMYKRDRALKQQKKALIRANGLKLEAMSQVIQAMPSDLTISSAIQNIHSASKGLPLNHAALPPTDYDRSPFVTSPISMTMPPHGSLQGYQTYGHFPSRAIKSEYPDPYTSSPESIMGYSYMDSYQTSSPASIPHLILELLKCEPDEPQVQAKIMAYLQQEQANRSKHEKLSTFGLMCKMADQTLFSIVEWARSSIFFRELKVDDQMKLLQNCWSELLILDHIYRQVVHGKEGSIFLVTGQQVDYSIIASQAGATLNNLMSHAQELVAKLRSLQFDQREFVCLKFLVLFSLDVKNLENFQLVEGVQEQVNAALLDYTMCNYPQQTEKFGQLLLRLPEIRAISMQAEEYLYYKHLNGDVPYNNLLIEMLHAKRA
Numbers without * were called inactive; . = no result given. An excerpt, so the mix of outcomes need not match the whole.

mol,TRAIL sens C8,NCOA1 inh,Shn3 inh set2,LMP1 NFkB inh,NR2F2 inh,KKLEB cytotox,CF NFkB inh,SRC3 inh,TROY NFkB inh,TWEAK Fn14 block,LRH-1 inv ag
COc1cc2c(cc1OC)C(COc1ccc3c(C)cc(=O)oc3c1)N(C(=O)c1ccco1)CC2 (stereo not drawn),10,0,4,7,4,-9,9,12,-3,27,3
O=C(N/N=C/c1cccnc1)c1cc2ccccc2o1,-1,6,-7,0,-4,-3,-6,17,-26,12,7
O=c1[nH]c2nc(Br)[nH]c(=O)c2[nH]1,-21,-12,-4,-3,-6,12,-7,-28,8,-11,7
CC(=O)Nc1ccccc1-c1ccc(C)o1,-24,-12,-35,-6,2,2,-2,5,-7,-7,9
CCOC(=O)CN1C(=O)NC2(CCCc3ccccc32)C1=O (stereo not drawn),0,-33,-30,1,24,2,-4,2,8,-13,-16
Cc1cccc(C)c1NC(=S)NCc1ccncc1,12,-1,-2,3,-3,6,-3,17,-7,21,2
COc1ccc(O)c(C2=Nc3ccccc3N=C(c3cccs3)C2)c1,-5,-5,-3,10,-18,-3,-2,7,-27,3,6
O=C(c1ccccc1Cl)N1CCNCC1,-5,5,6,2,-4,-4,0,26,-11,-4,2
CCOC(=O)C1=C(C)NC(C)=C(C(=O)OCC)C1C(=O)O,30,-11,-13,-6,-22,0,-8,15,-3,-4,1
COc1ccc(C(=O)Nc2ncccc2C)cc1S(=O)(=O)N1CCOCC1,-29,-13,0,-3,-5,2,-12,-7,4,8,-23
CSc1ccccc1NC(=O)COC(=O)/C=C/c1ccco1,-14,0,-9,-5,.,-5,-5,-7,21,-6,-5
COc1ccc(CSc2nc(C)[nH]c2[N+](=O)[O-])cc1[N+](=O)[O-],-12,-9,1,9,-12,2,-5,17,-30,0,-2
C=CCn1c(C)cc(C(=O)Cn2ncc(Cl)c(Cl)c2=O)c1C,6,-45,64,-47,-3,-54*,88*,-31,-23,48,-21
CC(C)NC(=O)C(Sc1ccccc1)c1ccccc1 (stereo not drawn),-18,12,-19,4,5,7,4,0,-3,5,-3
COc1ccc(-c2csc3ncnc(N4CCN(S(=O)(=O)c5ccc(C)c(C)c5)CC4)c23)cc1,11,-2,15,1,1,-7,30,-11,-29,8,9
O=S(=O)(Nc1cccc(Cl)c1)c1ccc2oc(=S)[nH]c2c1,-1,3,-13,-5,13,-4,-3,14,5,1,12
COc1c(OC)c(O)c2c(=O)cc(-c3c(O)cccc3O)oc2c1OC,10,-32,-39,-1,-10,-14,-9,-8,-34,-10,-21
O=S(=O)(Nc1ccc2c(c1)nc1n2CCOC1)c1ccc(Cl)cc1,-14,-2,17,-12,2,-7,-14,9,30,21,14
O=C(CCNC(=O)C1CCN(S(=O)(=O)c2ccccc2)CC1)NCc1ccc(Cl)cc1,19,-4,-17,-16,13,8,1,1,16,18,16
O=c1c2c(nc3nc[nH]n13)CCC2,3,-18,7,-5,-2,2,5,-1,3,1,13
CCOC(=O)C1CCN(C(=O)Cn2ncc3c([nH]c4ccccc43)c2=O)CC1,1,-27,-23,1,7,-3,15,-4,-37,13,6
CC(C)[C@@H](C(=O)N1CCNCC1)n1cc(CCO)nn1,-23,-15,-3,1,3,20,-6,-50,5,-4,-4
CC(C)C(=O)Nc1nnc(CCN2CCOCC2)s1,1,-9,8,-5,18,-2,18,-12,6,2,10
CCCC[C@@H]1C=C(C(=O)O)[C@H](c2ccc(CC)cc2)N1S(=O)(=O)c1ccc(C)cc1,-4,14,-3,-6,0,14,-10,8,1,18,22
C/C(CC(=O)Nc1cccnc1)=N\NC(=O)c1ccc([N+](=O)[O-])c(Cl)c1,-11,-15,-1,10,2,8,-9,23,8,3,10
COC(=O)c1cn(NC(=O)C2CCC(C(C)(C)C)CC2)c(=O)c2ccccc12 (stereo not drawn),9,-6,3,-6,13,-9,17,12,-9,-19,-7
CCOc1ccc(S(=O)(=O)N(C)CC(=O)NCCN2CCOCC2)cc1,4,1,-16,-2,2,5,-2,-24,15,-1,11
COc1ccc2cc(C(C)C(=O)Nc3cccc(S(=O)(=O)N(C)C)c3)ccc2c1 (stereo not drawn),14,3,16,12,6,4,-10,-15,-6,37,17
CC(C)Oc1ccc(S(=O)(=O)N2CCCCC2)cc1NC(=O)C1=NN(c2ccccc2)C(=O)CC1,7,-16,-17,-22,5,-16,7,-1,10,-12,7
O=C(CCC(=O)Nc1ccccc1)NNC(=O)c1ccco1,0,5,-6,-4,-11,8,-2,10,16,2,5
CCOC(=O)c1c(C)[nH]c(N=Nc2ccccc2Cl)c1C,-9,-57,-57,-26,-20,8,-46,-37,-57,-43,-68
c1ccc(-c2cc3nc(NCc4ccc5c(c4)OCO5)ccn3n2)cc1,8,-58,-14,.,-13,-3,-52,-82,-34,-16,-20
COc1cc2c(cc1CN1CCN(C(=O)c3cc(OC)c(OC)c(OC)c3)CC1)OCO2,-11,1,10,-147,-1,-5,5,2,-23,-19,-7
CN1CCC(=O)N([C@H](CSc2ccc(Br)cc2)Cc2ccccc2)CC1,2,4,4,-1,9,-14,18,0,10,1,9
Cc1nc(N2CCC(C)CC2)c2oc3ccccc3c2n1,11,6,46,-3,-19,-17,18,-5,30,7,18
CC(=C/c1ccccc1)/C=C1/SC(N2CCOCC2)=NC1=O,9,-49,-27,-3,-24,0,5,-16,-25,14,-29
CCCc1cc(C(=O)N2CCN(S(=O)(=O)c3ccc(OC)c(OC)c3)CC2)cs1,13,7,6,3,-2,-11,6,-5,11,-10,3
O=C(CCc1nnc(CCCCc2ccccc2)o1)N1CCN(CCO)CC1,4,10,-2,0,-7,-1,-7,8,-10,-4,12
COc1ccc(Cl)cc1C(=O)Nc1ccc2nc3n(c(=O)c2c1)CCCC3,25,4,-29,7,17,2,-7,-15,-31,-25,0
COc1nnc(-c2ccc(C)c(S(=O)(=O)NCC3CCCO3)c2)c2ccccc12 (stereo not drawn),5,7,-11,0,1,-1,-25,-8,11,12,1
COc1cccc(CNC(=O)CN(C)S(=O)(=O)c2ccc(Br)s2)c1,4,-1,3,-1,-6,0,4,-2,-19,46,-3
COc1ccc(NS(=O)(=O)c2ccc(Cl)c(N)c2)cc1Br,4,4,11,-6,7,0,24,15,11,13,22
CCc1ccc(CNC(=O)C2CCN(S(=O)(=O)N3CCC(C)CC3)CC2)cc1,-18,-5,5,-3,14,-4,-8,15,-1,17,12
CCOc1ccc2[nH]c(=O)c(CN(CCc3ccccc3)C(=O)N3CCCC3)cc2c1,-18,-2,-11,-5,13,-3,2,-5,-13,1,6
CC(C)OCCCNC(=O)C(=O)N/N=C/c1ccc(OCc2ccccc2)cc1,-10,-2,-38,.,12,-12,-20,27,-44,-33,16
CC12CC3CC(C)(C1)CC(Nc1nc(N4CCOCC4)nc4ccccc14)(C3)C2,11,-21,1,-7,9,-13,7,19,15,-13,-8
Cc1c(NC(=O)COc2cccc(Br)c2)c(=O)n(-c2ccccc2)n1C,5,-8,-2,-20,8,1,-6,2,-4,1,13
Cc1ccc(-c2cccc(C(=O)NCCc3ccccc3)n2)c2ccccc12,4,-20,-2,-5,-4,-23,37,-20,-12,-35,-40
CC(NC(=O)c1ccco1)C(=O)N(C)Cc1ccc(C(F)(F)F)cc1 (stereo not drawn),1,12,-9,0,5,-1,0,2,-11,-8,-3
CC(=O)c1ccc(NC(=O)C2CC(=O)N(Cc3ccccc3)C2)cc1 (stereo not drawn),9,-126,-57,-25,-51,4,-10,-75,-13,1,-46

Next records follow.
mol,TRAIL sens C8,NCOA1 inh,Shn3 inh set2,LMP1 NFkB inh,NR2F2 inh,KKLEB cytotox,CF NFkB inh,SRC3 inh,TROY NFkB inh,TWEAK Fn14 block,LRH-1 inv ag
O=C(c1cc2ccccc2oc1=O)N(Cc1ccc2c(c1)OCO2)Cc1ccco1,5,-33,27,-5,-2,2,-13,-37,-52,-18,-22
CCCCC(=O)Nc1cc(C)c(NC(=O)c2cccs2)cn1,8,-12,2,4,6,14,-1,3,1,-15,8
Cn1c(-c2ccccc2)c(Sc2ccccc2)c2cc(-c3ccc4cc[nH]c4c3)ccc21,7,.,.,.,16,.,.,.,13,13,11
CCOCCCNC(=O)/C(C#N)=C/c1ccc(-c2ccc(S(=O)(=O)N3CCOCC3)cc2)o1,17,-13,-6,3,.,-11,13,5,8,24,17
Cc1ccc(C(C)C)c(OCC(=O)NNC2=CC(=O)CC(C)(C)C2)c1,20,-14,14,11,3,-4,-7,12,1,12,2
NC(=O)CSc1oc(-c2ccco2)nc1S(=O)(=O)c1ccccc1,-6,9,6,-3,1,15,-8,4,10,-5,-11
CCN(CC)CCN1C(=O)c2ccccc2NC1c1cccc(F)c1 (stereo not drawn),-13,1,-5,-1,3,0,-15,2,2,12,-3
O=Cc1s/c(=N\S(=O)(=O)c2ccccc2)n(CCCCl)c1Cl,61*,-22,93*,3,60*,-69*,89*,-6,35,96*,-2
CN1OC[C@@H]2CN(S(=O)(=O)c3ccccc3)[C@H](c3ccc(N4CCCCC4)cc3)C[C@@H]21,15,7,-10,.,26,8,-7,-14,7,0,20
O=C(c1ccccc1F)N1CCCC(c2ccccc2)C1 (stereo not drawn),-9,8,7,-1,-13,-6,0,10,-2,-25,-49
COC(C[C@H]1O[C@H]1[C@@H](O)COCc1ccccc1)OC,-17,-28,-7,2,-4,18,-7,2,17,3,8
Nc1cccc2cc(S(=O)(=O)O)ccc12,-10,5,-2,3,10,4,7,-11,7,4,13
O=C(CSc1cccc2cccnc12)Nc1cccc(S(=O)(=O)N2CCOCC2)c1,-4,2,2,5,-4,11,7,2,3,-16,-4
Cc1[nH]n(C)c(=O)c1C(=O)c1c(-c2c(Cl)cccc2Cl)noc1C,-10,-21,-10,-11,-15,-25,38,11,5,21,10
CCCCc1ccc(NC(=O)CC(C)=O)cc1,-4,-17,-14,-13,-18,-5,14,-19,-15,-6,-17
CCCC(=O)N1CCN(Cc2nc3cc([N+](=O)[O-])ccc3n2C)CC1,11,-12,-19,-4,1,-2,-14,7,12,26,9
COc1ccc(Br)cc1C(=O)Nc1ccc(N2CCCC2)cc1,0,-12,-1,4,-10,-8,11,-32,17,-17,16
Cc1ccc(S(=O)(=O)NCCCNC(=O)OCc2ccccc2)cc1,-14,-2,-4,-1,13,8,4,-3,1,19,-8
Cc1ccc(NC(=O)CSCC(=O)N=c2sccn2C)cc1,11,-21,-7,-4,-7,-1,15,-7,-23,5,-24

Some of the entries so far, with two lines to a compound:
Values in the order: TRAIL sens C8, NCOA1 inh, Shn3 inh set2, LMP1 NFkB inh, NR2F2 inh, KKLEB cytotox, CF NFkB inh, SRC3 inh, TROY NFkB inh, TWEAK Fn14 block, LRH-1 inv ag
> CCOc1ccc(S(=O)(=O)N(C)CC(=O)NCCN2CCOCC2)cc1
 : 4, 1, -16, -2, 2, 5, -2, -24, 15, -1, 11
> O=C(c1ccccc1Cl)N1CCNCC1
 : -5, 5, 6, 2, -4, -4, 0, 26, -11, -4, 2
